From PubChem BioAssay
AmpC no deterg: qHTS Inhibitors of AmpC Beta-Lactamase (assay without detergent). P00811. actives 0.52% (n = 330,000). AmpC nitrocefin hydrolysis, absorbance 480 nm, 0.0001% Triton. Potency, µM (titrated, usually from 57.1 µM), inactives show at the highest dose activity change, negative = inhibition, most hits filed as inhibitors. AID 485341, 2010;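 further: potency means the concentration at half of the fitted maximal effect; plate controls were no compound for no effect and no enzyme for full effect; nearly all actives have a fitted effect of over 20% in size; some results filed as inactive show a strong effect at the top dose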
Target sequence (P00811 whole entry, looked up): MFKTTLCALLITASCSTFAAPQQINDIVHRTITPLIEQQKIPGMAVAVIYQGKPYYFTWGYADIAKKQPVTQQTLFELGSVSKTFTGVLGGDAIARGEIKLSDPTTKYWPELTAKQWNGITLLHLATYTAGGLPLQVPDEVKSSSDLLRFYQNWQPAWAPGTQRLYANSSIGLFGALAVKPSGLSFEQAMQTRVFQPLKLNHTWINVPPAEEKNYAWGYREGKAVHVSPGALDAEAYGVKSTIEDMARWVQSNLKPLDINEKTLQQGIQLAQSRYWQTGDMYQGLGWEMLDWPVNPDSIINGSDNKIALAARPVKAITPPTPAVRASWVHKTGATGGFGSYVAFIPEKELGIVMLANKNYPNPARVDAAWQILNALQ
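AmpC (5.3 nM in the dispensed reagent) in 20 mM phosphate pH 7.0 with 0.01% (detergent screen) or 0.0001% Triton X-100 was preincubated with compounds for 15 min at room temperature. Nitrocefin was then added from an 800 uM solution, and hydrolysis was followed at 480 nm.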
Tb PYK inh: qHTS of Trypanosoma Brucei Inhibitors | Potency, µM (series often up to 76.8 µM), without a hit: at the highest dose activity, negative = inhibition, actives largely listed as inhibitors | TbPYK enzyme, Kinase-Glo Plus ATP luminescence, 45 min | actives 0.12% (n = 410,000) | pyruvate kinase (Trypanosoma brucei), Q57TT1 | AID 624173, 2012; further: potency means the concentration at half of the fitted maximal effect; nearly all actives have a fitted effect of over 50% in size
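T. brucei PYK with substrate was exposed to pin-transferred compounds across a concentration series, then started with 130 uM ADP (final). After 45 min at room temperature, Kinase-Glo Plus luminescence was read, normalized and curve-fitted.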
AmpC detergent: qHTS Inhibitors of AmpC Beta-Lactamase (assay with detergent). P00811. AmpC hydrolysis of nitrocefin, absorbance 480 nm, 0.01% Triton. Potency, µM (titrated, usually from 114 µM), for the others: at the top dose activity change, negative = inhibition, hits mostly inhibitors. actives 0.041% (n = 370,000);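 further: potency means the concentration at half of the fitted maximal effect; 0% = no-compound wells and -100% = no-enzyme wells; nearly all actives have a fitted effect of over 25% in size; some results filed as inactive show a strong effect at the top dose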
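20 mM phosphate pH 7.0 + 0.01% (detergent screen) or 0.0001% Triton X-100; 5.3 nM AmpC reagent; cpd preinc 15 min RT; nitrocefin (800 uM stock) to start; A480 q20 s × 4 min; Activity was normalised to no-enzyme and no-compound control wells.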
LmPK inh: qHTS Assay for Inhibitors of Leishmania Mexicana Pyruvate Kinase (LmPK) | purified LmPK, Kinase-Glo ATP luminescence, 1 h | Potency, µM (top dose mostly 57.5 µM), for the others: at the highest dose activity change, negative = inhibition, actives largely listed as inhibitors | actives 0.37% (n = 290,000); further: potency means the concentration at half of the fitted maximal effect
Target sequence (Q27686 whole entry, looked up): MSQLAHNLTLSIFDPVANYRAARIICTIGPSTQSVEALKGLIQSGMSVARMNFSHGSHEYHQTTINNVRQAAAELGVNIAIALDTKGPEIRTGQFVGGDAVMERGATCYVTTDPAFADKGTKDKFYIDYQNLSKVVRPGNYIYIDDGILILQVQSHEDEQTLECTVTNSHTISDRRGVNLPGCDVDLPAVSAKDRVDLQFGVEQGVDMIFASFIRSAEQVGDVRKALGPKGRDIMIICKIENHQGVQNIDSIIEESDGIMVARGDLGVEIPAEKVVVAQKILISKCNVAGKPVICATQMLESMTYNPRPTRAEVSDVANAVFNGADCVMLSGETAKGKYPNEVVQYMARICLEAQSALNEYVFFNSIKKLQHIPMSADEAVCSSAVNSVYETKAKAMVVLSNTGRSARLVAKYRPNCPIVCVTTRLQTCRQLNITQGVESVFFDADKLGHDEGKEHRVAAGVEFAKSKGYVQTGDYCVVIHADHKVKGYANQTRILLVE
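In 50 mM imidazole pH 7.2 with 7 mM MgCl2, LmPK (0.1 nM) turned over PEP (0.5 mM) and ADP (0.1 mM) for 1 h at room temperature. Luciferase read-out of ATP.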
AMA1-RON2 inh: qHTS for Inhibitors of AMA1-RON; Towards Development of Antimalarial Drug Lead: Primary Screen | Plasmodium falciparum AMA1 (3D7) - RON2 peptide interaction | Potency, µM (titrated, usually from 58.2 µM), without a hit: at the highest dose activity change, negative = inhibition, usual class: inhibitors | actives 0.2% (n = 360,000) | AlphaScreen AMA1-biotinylated RON2 peptide binding;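 further: potency means the concentration at half of the fitted maximal effect; 0% = vehicle wells and -100% = peptide control; nearly all actives have a fitted effect of over 45% in size; some results filed as inactive show a strong effect at the top dose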
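AMA1 (3D7) with his tag at 25 nM final met compounds first, then biotinylated RON2 peptide at 25 nM; detection used donor plus acceptor beads, 10 µg/mL apiece, read by AlphaScreen after 30 min at room temperature.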
HCV inhibitor: qHTS Assay for Inhibitors of Hepatitis C Virus (HCV); Huh7.5.1 HCVcc-Cre infection, luciferase reporter, 44 h; Potency, µM (doses to about 41.8 µM), without a hit: at the top dose activity change, negative = inhibition, most hits filed as inhibitors; actives 3.4% (n = 340,000); AID 651820, 2012; further: potency means the concentration at half of the fitted maximal effect
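Reporter virus HCVcc-Cre (~0.5 moi) infects cells exposed to compound; seeding density 1,000 cells/well with 4 h settling beforehand. Luminescence, 15 sec read, taken 44 h post-infection following a 15 min RT substrate incubation.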
HCMV inh: qHTS Assay for inhibitors of the human cytomegalovirus (HCMV) | HFF cells, HCMV-luciferase reporter, 72 h; hits give low values | activity change, negative = inhibition, % at 57.5 µM | actives 4.5% (n = 410,000) | AID 1259415, 2018; in the data active means activity change below about -60%; inconclusive means no clear call, values can overlap the other calls; inactive means above about -39%
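Steps: HFFs plated, 16 h 37C; compounds added; HCMV-luciferase added to MOI 1 PFU/cell; 72 h 37C; OneGlo reagent, 5 min room temperature; luminescence read, normalized to controls.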
Active calls of the source: *; [ ] = dose if it differs, or a comment. Unless noted, the call rests on the fitted dose curve; in most records, active means well fitted curve in the direction sought with a large enough effect; inconclusive means small, poorly fitted or top-dose-only effect, or another doubt; inactive means no such curve, though single readings can be large; an effect the other way counts as inactive or inconclusive. Unless noted, on the % scale 0 is the no-effect control and ±100 the full control effect.

`Fc1cccc(NCc2ccoc2)c1` gave AmpC no deterg -20%, Tb PYK inh 1%, AmpC detergent inconclusive, LmPK inh 3%, AMA1-RON2 inh -5%, HCV inhibitor 22% and HCMV inh 8.
For Cc1[nH]c(=S)[nH]c(=O)c1Cc1c(O)ccc2ccccc12 the results were Tb PYK inh -13%, AMA1-RON2 inh 22%, HCV inhibitor 20% and HCMV inh -12.
`O=C(c1ccc(Cn2cc(Cl)cn2)cc1)N1CCN(c2ccccc2)CC1` gave Tb PYK inh 0%, AmpC detergent -5%, LmPK inh 1%, AMA1-RON2 inh -5%, HCV inhibitor inconclusive and HCMV inh -3.
For O=C(NCc1ccco1)Nc1ccc2nsnc2c1 the results were AmpC no deterg -21%, Tb PYK inh -16%, AmpC detergent 0%, LmPK inh -1%, AMA1-RON2 inh 0%, HCV inhibitor inconclusive and HCMV inh 27.
CCC(Sc1nc(-c2ccccc2)[nH]c1S(=O)(=O)c1ccc(C)cc1)C(=O)O (configuration not stated) was read as Tb PYK inh inconclusive, AmpC detergent 11% and HCMV inh 6.
COC(CNC(=O)c1c[nH]c2ccc(S(=O)(=O)N3CCOCC3)cc2c1=O)OC was read as AmpC no deterg -1%, Tb PYK inh 0%, AmpC detergent -8%, LmPK inh 0%, AMA1-RON2 inh 17%, HCV inhibitor 8% and HCMV inh -20.
Screening Cc1ccc2c(=O)cc(C(=O)Nc3ccc(S(=O)(=O)N4CCCCCC4)cc3)oc2c1C returned Tb PYK inh -8%, AmpC detergent 15% and HCMV inh 11.
Cc1ccc(CCNC(=O)CS(=O)Cc2nc(-c3cccs3)oc2C)cc1 (configuration not stated) was read as AmpC no deterg 16%, Tb PYK inh -6%, AmpC detergent 7%, LmPK inh 5%, AMA1-RON2 inh 14%, HCV inhibitor 1% and HCMV inh -33.
Screening Cc1nnc(N/N=C/C2CC=CCC2)[nH]c1=O (configuration not stated) returned AmpC no deterg -35%, Tb PYK inh 5%, AmpC detergent 0%, LmPK inh 9%, AMA1-RON2 inh 49%[activator], HCV inhibitor -1% and HCMV inh -13.
For O=C(Nc1ccc(F)cc1F)Nc1csc2ccccc12 the results were AmpC no deterg -40%, Tb PYK inh -10%, AmpC detergent 5%, LmPK inh 3%, AMA1-RON2 inh -14%, HCV inhibitor inconclusive and HCMV inh -18.
For CCCCOc1cccc(/C=C(\C#N)C(=O)NC2CC2)c1 the results were AmpC no deterg -13%, Tb PYK inh 2%, AmpC detergent -16%, LmPK inh -1%, AMA1-RON2 inh -4%, HCV inhibitor -6% and HCMV inh 13.
For Cc1cccc(C(=O)Nc2ccc(S(=O)(=O)Nc3nc(C)cc(C)n3)cc2)c1 the results were AmpC no deterg -29%, Tb PYK inh 0%, AmpC detergent inconclusive, LmPK inh -1%, AMA1-RON2 inh -1%, HCV inhibitor 0% and HCMV inh 133.
Screening O=C1c2ccccc2C(=O)C1c1nccc2ccccc12 returned AmpC no deterg -7%, Tb PYK inh -18%, AmpC detergent -5%, LmPK inh -24%, AMA1-RON2 inh -21%, HCV inhibitor -4% and HCMV inh 18.
For CNC(=O)NC(=O)COC(=O)/C=C/c1cccc(Br)c1 the results were AmpC no deterg -21%, Tb PYK inh 1%, AmpC detergent -7%, LmPK inh 2%, AMA1-RON2 inh -6%, HCV inhibitor 3% and HCMV inh inconclusive.
`Cc1[nH]c2ccccc2c1C(=O)CN1CCCC1` gave AmpC no deterg 79%[activator], Tb PYK inh -3%, AmpC detergent inconclusive, LmPK inh 6%, AMA1-RON2 inh -2%, HCV inhibitor -18% and HCMV inh -10.
CSc1cc(-c2ccc(Cl)cc2)c(C(=O)N2CCCC2)s1 was read as AmpC no deterg 8%, Tb PYK inh 2%, AmpC detergent -6%, LmPK inh -3%, AMA1-RON2 inh -4%, HCV inhibitor inconclusive and HCMV inh inconclusive.
CSc1ccccc1C(=O)N1CCC(CCC(=O)NC2CC2)CC1 was read as AmpC no deterg -4%, Tb PYK inh 1%, AmpC detergent -5%, LmPK inh 4%, AMA1-RON2 inh -6%, HCV inhibitor 6% and HCMV inh 0.
For CCOP(=O)(OCC)C(NC(C)=O)C(=O)c1ccccc1 (configuration not stated) the results were AmpC no deterg -16%, Tb PYK inh -14%, AmpC detergent -6%, LmPK inh -1%, AMA1-RON2 inh 4%, HCV inhibitor 9% and HCMV inh -2.
For COc1ccc(-c2cn[nH]c2-c2ccc(OCC(=O)NN)cc2O)cc1OC the results were AmpC no deterg -53%, Tb PYK inh 7%, AmpC detergent inconclusive, LmPK inh -1%, AMA1-RON2 inh 62%[activator], HCV inhibitor 13% and HCMV inh 55.
Screening COc1ccc(N2CCN(C(=O)CCNC(=O)c3ccc(C(C)(C)C)cc3)CC2)cc1 returned AmpC no deterg 174%[activator], Tb PYK inh -7%, AmpC detergent 6%, LmPK inh -3%, AMA1-RON2 inh -17%, HCV inhibitor inconclusive and HCMV inh -38.
For CC1(c2ccccc2)NC(=O)N(CC(=O)NNC(=O)c2ccccc2F)C1=O (configuration not stated) the results were AmpC no deterg -10%, Tb PYK inh 1%, AmpC detergent -8%, AMA1-RON2 inh 62%[activator], HCV inhibitor 5% and HCMV inh -6.
Screening CC1CC(C)CN(C(=O)C(C)N2CCN(S(=O)(=O)c3ccccc3F)CC2)C1 (configuration not stated) returned AmpC no deterg 66%[activator], Tb PYK inh -2%, AMA1-RON2 inh -6%, HCV inhibitor -8% and HCMV inh -8.
For Cn1c2c(c(=O)n(C)c1=O)C(c1cccc(O)c1)CC(=O)N2 (configuration not stated) the results were Tb PYK inh -8%, AmpC detergent 4% and HCMV inh 7.
COc1ccc(OC)c(NC(=O)COC(=O)CN2C(=O)NC3(CCCC3)C2=O)c1 was read as AmpC no deterg -20%, Tb PYK inh 1%, AmpC detergent 3%, AMA1-RON2 inh 10%, HCV inhibitor 1% and HCMV inh 3.
`CN(Cc1ccccc1)C(=O)[C@@H]1CCCN1C(=O)[C@@H]1CCCN1C(=O)c1ccc(Cl)cc1` gave Tb PYK inh 1%, AMA1-RON2 inh -1% and HCMV inh 3.
`Cn1c(=O)c2c(nc(N3CCCCC3)n2CCNC2=NCCC2)n(C)c1=O` gave AmpC no deterg inconclusive, Tb PYK inh -1%, AmpC detergent 2%, LmPK inh -1%, AMA1-RON2 inh 15%, HCV inhibitor 12% and HCMV inh 13.
`COc1ccc(Cn2c(SCC(=O)Nc3ccc(OC)cc3)nc3ccccc32)cc1` gave Tb PYK inh -1%, AmpC detergent -6% and HCMV inh -19.
Screening CCOC(=O)[C@H]1[C@H]2COc3ccc(Br)cc3[C@@H]2N2C(=O)c3ccc(Cl)cc3NC(=O)[C@@]12C returned AmpC no deterg -20%, Tb PYK inh -3%, AmpC detergent inconclusive, AMA1-RON2 inh -3%, HCV inhibitor 2% and HCMV inh -17.
Screening CCC(C)[C@H](NC(=O)[C@@H]1Cc2c([nH]c3ccccc23)C2c3ccccc3C(=O)N21)C(=O)N1CCC[C@@H]1C(=O)O (some centres not stated) returned AmpC no deterg 21%, Tb PYK inh 0%, AmpC detergent inconclusive, LmPK inh -7%, AMA1-RON2 inh 0%, HCV inhibitor -2% and HCMV inh 7.
Screening CCc1cccc(C)c1Nc1c(-c2cccs2)nc2ncccn12 returned Tb PYK inh 1%, AmpC detergent 10% and HCMV inh 7.
Screening CCSc1nnc(SCC(=O)NC2CCCCC2)s1 returned AmpC no deterg -13%, Tb PYK inh -5%, AmpC detergent 7%, AMA1-RON2 inh -11%, HCV inhibitor -2% and HCMV inh 13.
CCOC(=O)CNC(=O)CSc1nc(N)cc(N)n1 was read as AmpC no deterg -5%, Tb PYK inh -1%, AmpC detergent -2%, LmPK inh -3%, AMA1-RON2 inh 5%, HCV inhibitor 12% and HCMV inh 35.
For Cc1ccc(NC(=O)CN2C(=O)COc3ccc(S(=O)(=O)N4CCCC4)cc32)cc1C the results were AmpC no deterg -58%, Tb PYK inh -3%, AmpC detergent -2%, LmPK inh -1%, AMA1-RON2 inh -5%, HCV inhibitor -12% and HCMV inh 44.
Screening O=C(c1ccc2c(c1)OCCO2)C1CCN(C(=O)Nc2ccccc2F)CC1 returned AmpC no deterg 21%, Tb PYK inh 0%, AmpC detergent 2%, LmPK inh -2%, AMA1-RON2 inh -8%, HCV inhibitor inconclusive and HCMV inh -26.
`O=C(c1ccc2c(c1)N(Cc1ccc(Cl)cc1)C(=O)c1ccccc1S2=O)N1CCC(Cc2ccccc2)CC1` (configuration not stated) gave Tb PYK inh -4%, AmpC detergent -12% and HCMV inh inconclusive.
Screening CCN(CC)c1ccc(-c2n[nH]c(=S)n2-c2ccccc2C)cc1 returned AmpC no deterg -6%, Tb PYK inh inconclusive, AmpC detergent -5%, LmPK inh -4%, AMA1-RON2 inh 71%[activator], HCV inhibitor inconclusive and HCMV inh 14.
For OC(CN1CCN(c2ccccc2F)CC1)c1ccc(F)cc1 (configuration not stated) the results were AmpC no deterg 0%, Tb PYK inh 4%, AmpC detergent -4%, LmPK inh 4%, AMA1-RON2 inh 8%, HCV inhibitor 0% and HCMV inh -25.
COc1ccc(OCc2cn(CC(=O)c3ccc(O)cc3)nn2)cc1 was read as Tb PYK inh -7%, AMA1-RON2 inh 4%, HCV inhibitor 43%[activator] and HCMV inh 15.
